Assay outcomes: PubChem BioAssay, National Center for Advancing Translational Sciences (NCATS)
aGal spleen mod = qHTS Assay for Inhibitors and Activators of Human alpha-Galactosidase From Spleen Homogenate; Alpha-galactosidase A (Homo sapiens), P06280; human spleen homogenate, 4MU-alpha-Gal fluorescence, 40 min; Potency, µM (highest dose often 80 µM), inactives show top-dose activity change, negative = inhibition, hits mostly inhibitors; 0.008% of 240,000 active;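 note: 0% = enzyme with vehicle and -100% = no enzyme basal signal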
Target sequence (P06280 32-429 limits assumed): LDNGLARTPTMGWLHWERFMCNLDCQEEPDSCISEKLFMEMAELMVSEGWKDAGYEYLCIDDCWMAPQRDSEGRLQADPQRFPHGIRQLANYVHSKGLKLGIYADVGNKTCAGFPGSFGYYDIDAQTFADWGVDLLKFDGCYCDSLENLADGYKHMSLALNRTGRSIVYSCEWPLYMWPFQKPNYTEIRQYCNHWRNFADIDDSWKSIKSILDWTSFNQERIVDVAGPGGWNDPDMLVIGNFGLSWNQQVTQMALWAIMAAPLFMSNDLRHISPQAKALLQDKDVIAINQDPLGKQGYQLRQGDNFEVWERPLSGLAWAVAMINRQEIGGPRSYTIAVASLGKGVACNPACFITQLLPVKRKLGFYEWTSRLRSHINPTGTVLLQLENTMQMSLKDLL
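qHTS titration in buffer at pH 5.0. Alpha-galactosidase activity in spleen homogenate was measured via 4-methylumbelliferone release from 1 mM fluorogenic substrate after 40 min at 37C and a pH 10 stop. AC50 came from Hill fits of control-normalized data.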
Tau fluor cs = Counterscreen qHTS for Inhibitors of Tau Fibril Formation, Fluorescence Polarization; Potency, µM (series often up to 57.7 µM), without a hit: at the top dose activity change, negative = decrease; 0.93% of 280,000 active; tau K18 P301L Alexa594 fluorescence, heparin fibrillization; AID 1463, 2008; note: % is set by controls: 0 for no effect and ±100 for the full control effect; nearly all actives have a fitted effect of over 55% in size
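Human tau K18 P301L (15 uM unlabeled, 0.24 uM Alexa 594-labeled) in 100 mM sodium acetate pH 7 with 20 uM heparin, 6 hr at 37 C. ThT 30 uM added, 1 hr ambient; Alexa 594 FP and total fluorescence read at 555/632 nm.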
GAA inh = qHTS Assay for Inhibitors of Human alpha-Glucosidase as a Potential Chaperone Treatment of Pompe Disease | Lysosomal alpha-glucosidase (Homo sapiens), P10253 | purified human GAA, 4-MU-alpha-glucoside fluorescence | Potency, µM (highest dose often 76.9 µM), inactives show at the top dose activity change, negative = inhibition, actives largely listed as inhibitors | 0.005% of 200,000 active | AID 1466, 2008;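 note: plate controls were uninhibited enzyme wells for no effect and no-enzyme background for full effect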
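Endpoint fluorogenic read: 20 min room-temperature reaction of 4 nM human alpha-glucosidase with 400 uM 4-methylumbelliferyl-alpha-D-pyranoside, pH 5.0, quenched with 1M NaOH/1M glycine pH 10. AC50 from Hill modeling.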
Tau fibril ThT = qHTS for Inhibitors of Tau Fibril Formation, Thioflavin T Binding. Microtubule-associated protein tau (Homo sapiens), P10636. recombinant tau K18 P301L (four-repeat tau fragment), heparin-induced fibrillization, ThT fluorescence. Potency, µM (titrated, usually from 57.4 µM), for inactives: at the top dose activity, negative = inhibition, most hits filed as inhibitors. 2.1% of 270,000 active. AID 1460, 2008; note: % is set by controls: 0 for no effect and ±100 for the full control effect; nearly all actives have a fitted effect of over 55% in size
Target sequence (P10636 561-689 P618L limits assumed): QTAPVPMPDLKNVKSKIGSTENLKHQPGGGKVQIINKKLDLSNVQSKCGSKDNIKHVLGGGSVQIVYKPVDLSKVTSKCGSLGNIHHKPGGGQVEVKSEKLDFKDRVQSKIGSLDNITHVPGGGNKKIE
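Recombinant human tau K18 fragment […] carrying P301L, 15 uM unlabeled plus 0.24 uM Alexa 594-labeled, was fibrillized with 20 uM heparin in 100 mM sodium acetate pH 7 for 6 hr at 37 C; 30 uM ThT fluorescence read after 1 hr.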
HTT ATP protect = qHTS Multiplex Assay to Identify Dual Action Probes in a Cell Model of Huntington: Cytoprotection (ATP) | PC12 HTT-Q103 induced, cytoprotection, ATP luminescence, 40 h | Potency, µM (series often up to 56.4 µM), without a hit: cytoprotection (ATP increase), actives largely listed as activators | 0.14% of 230,000 active | AID 1471, 2008;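 note: % of control where 0% means no effect; nearly all actives have a fitted effect of over 45% in size; toxic huntingtin expression switched on by the ecdysone agonist tebufenozide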
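Stable PC12 Q103-GFP cells in serum-supplemented, phenol red-free DMEM; induction by tebufenozide at 100 nM final; compound dose series; cell viability quantified luminescently from ATP.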
Tau fibril FP = qHTS for Inhibitors of Tau Fibril Formation, Fluorescence Polarization | Potency, µM (top dose mostly 57.7 µM), without a hit: top-dose activity, negative = inhibition, actives largely listed as inhibitors | AID 1468, 2008 | 0.39% of 280,000 active | K18 P301L tau heparin fibrillization, Alexa594 FP, 6 h; note: % is set by controls: 0 for no effect and ±100 for the full control effect; nearly all actives have a fitted effect of over 55% in size
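K18 P301L tau (15 uM unlabeled/0.24 uM Alexa 594-labeled, final) + compound + heparin 20 uM final; 100 mM NaOAc pH 7; 6 hr 37 C; ThT 30 uM final added, 1 hr RT; FP ex 555/em 632 nm.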
GAA spleen mod = qHTS Assay for Inhibitors and Activators of Human alpha-Glucosidase From Spleen Homogenate; Potency, µM (highest dose often 79.9 µM), inactives show at the top dose activity change, negative = inhibition, most hits filed as inhibitors; 0.006% of 240,000 active; human spleen homogenate, 4-MU-alpha-glucoside fluorescence; AID 2112, 2009; Lysosomal alpha-glucosidase (Homo sapiens), P10253;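 note: 0% = enzyme with vehicle and -100% = no enzyme basal signal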
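Human spleen homogenate (1 ug) with 4-methylumbelliferyl-alpha-D-glucopyranoside (1 mM final) in 50 mM citrate/phosphate pH 5.0, 0.01% Tween-20; 40 min at 37 C. Stopped at pH 10; 4-MU fluorescence Ex 365/Em 440 nm; AC50 by Hill fit.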
GAA glycogen = qHTS Assay for Inhibitors and Activators of Human alpha-Glucosidase Cleavage of Glycogen; recombinant GAA, glycogen substrate, Amplex Red glucose oxidase fluorescence; Potency, µM (highest dose often 76.4 µM), inactives show at the highest dose activity change, negative = inhibition, usual class: inhibitors; 0.38% of 300,000 active; AID 2100, 2009;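 note: 0% = full enzyme reaction and -100% = no-enzyme basal signal; the screen sought inhibitors and activators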
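Recombinant human enzyme (4 nM); glycogen substrate; 37 C, 40 min, pH 5.0. Readout: coupled glucose oxidase/Amplex Red fluorescence.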
Starred values were filed as active, the others as inactive; ? = inconclusive; . = not tested or not shown; & = joins results of further samples; [ ] = remark or other dose. Calls come from the whole dose curve; as a rule, active = well fitted curve in the direction sought with a large enough effect; inconclusive = small, poorly fitted or top-dose-only effect, or another doubt; inactive = no such curve, though single readings can be large; an effect the other way counts as inactive or inconclusive. Potency is the fitted concentration of half-maximal effect.

SMILES	aGal spleen mod	Tau fluor cs	GAA inh	Tau fibril ThT	HTT ATP protect	Tau fibril FP	GAA spleen mod	GAA glycogen
CCOc1ccc(NC(=O)Cc2ccccc2)cc1	3%	-8%	3%	-2%	.	6%	2%	-4%
Cc1noc(C)c1COc1cccc(C(=O)Nc2ccc3c(c2)OCO3)c1	-14%	-21%	-2%	-9%	-25%	-7%	-3%	-7%
CC(=O)Nc1c(Cl)cc([N+](=O)[O-])c2ccccc12	3%	4%	-3%	5%	16%[10 µM]	-11%	0%	5%
N#C/C=C(/c1ccc(F)cc1)N1CCOCC1	-7%	-1%	-6%	-1%	-30%	?	.	4%
COC(=O)c1sccc1NC(=O)Cn1nnc(-c2ccccc2C)n1	-3%	-26%	4%	-9%	-10%	-8%	-4%	9%
Cc1c(-c2ccccc2)nc2c(Cl)cccc2c1C(=O)OCC(=O)c1ccc(F)cc1	.	-12%	.	-6%	.	-24%	.	16%[76.3 µM]
CC(=O)Nc1nn(C)c2nc3cc(C)ccc3cc12	3%	-3%	6%	?	-15%	-1%	2%	6%
S=C(Nc1ccc(Cl)c(Cl)c1)NC1CCN(Cc2ccccc2)CC1	0%	?	-14%	4%	4%[10 µM]	25µM*	3%	-6%
CNC(=S)N1N=C(c2ccc(OC)cc2)CC1c1ccc(N(C)C)cc1 (configuration not stated)	-5%	?	-8%	-10%	-14%	?	7%	-19%
CCc1cccc(NC(=O)C2CCCN(S(=O)(=O)c3c(C)[nH]c(=O)[nH]c3=O)C2)c1 (configuration not stated)	4%	-7%	-1%	-12%	-4%	-3%	4%	-1%
CC(=O)Nc1cccc(NC(=O)C2CC(=O)N(c3ccc(C)cc3)C2)c1 (configuration not stated)	-3%	0%	-5%	-6%	12%[10 µM]	-1%	0%	2%
Oc1[nH]c2ccc(Br)cc2c1N=NC(=S)NCC1CCCO1 (configuration not stated)	-7%	14µM*[quencher]	.	16µM*	-11%[10 µM]	6%	3%	11%
CCOc1ccc(NC(=O)CN(C)c2nnnn2-c2ccccc2)cc1OCC	3%	-1%	-3%	-3%	-3%	6%	-4%	-10%
CCOP(=O)(OCC)C(Nc1cccc(C(F)(F)F)c1)c1ccc(C)cc1 (configuration not stated)	0%	1%	2%	13%	9%[10 µM]	-8%	4%	-8%
CCC(=O)N1CCc2cc(S(=O)(=O)NC(CC(C)C)C(=O)NCc3ccc(F)cc3)ccc21 (configuration not stated)	.	-7%	.	-4%	.	1%	.	14%[76.3 µM]
O=C(CSC1=NCCS1)Nc1ccccc1F	13%	-15%	-6%	?	6%	-3%	8%	22%
CCC1CCCCN1CCCNC(=O)CN1C(=O)c2cccnc2Oc2ccc(Cl)cc21 (configuration not stated)	.	5%	.	9%	.	-3%	.	6%[76.3 µM]
CCN(CC)c1nc(N)n(CCSC(=S)N(C)C)c(=O)n1	13%	-10%	.	-8%	-9%[10 µM]	-8%	-1%	-15%
C=CCc1cccc(C=Nc2ccc(Br)cc2)c1O	-10%	-5%	8%	-4%	.	-4%	-7%	-3%
COc1ccc(C(=O)NCC(=O)N/N=C(\C)c2ccco2)cc1OC	7%	-10%	.	-12%	11%[10 µM]	0%	-14%	-7%
COc1ccc(C2CC(c3ccc(Cl)c(Cl)c3)Nc3nc(N)nn32)cc1 (configuration not stated)	-2%	-16%	-5%[15.4 µM]	?	2%	12%	-4%	3%
O=C(CSc1ccc2nnc(-c3ccc(F)cc3)n2n1)NCc1ccco1	15%	2%	1%	-5%	33%[10 µM]	1%	-6%	6%
CCCCNC(=S)NCc1ccc2[nH]c3c(c2c1)CCCC3	-7%	?	-3%	-15%	-50%[inhibitor]	?	-7%	-9%
COc1ccc(NCc2nnc(SCC(=O)Nc3ccccc3)n2C)cc1	-3%	-13%	-6%	-9%	-44%[inhibitor]	-1%	3%	-12%
O=C(COC(=O)c1nc(Cl)ccc1Cl)Nc1ccc2c(c1)OCO2	3%	-4%	-4%	-12%	7%[10 µM]	6%	3%	-5%

Structures listed so far that contain an aryl methoxy group, in the order listed:
SMILES	aGal spleen mod	Tau fluor cs	GAA inh	Tau fibril ThT	HTT ATP protect	Tau fibril FP	GAA spleen mod	GAA glycogen
CNC(=S)N1N=C(c2ccc(OC)cc2)CC1c1ccc(N(C)C)cc1 (configuration not stated)	-5%	?	-8%	-10%	-14%	?	7%	-19%
COc1ccc(C(=O)NCC(=O)N/N=C(\C)c2ccco2)cc1OC	7%	-10%	.	-12%	11%[10 µM]	0%	-14%	-7%
COc1ccc(C2CC(c3ccc(Cl)c(Cl)c3)Nc3nc(N)nn32)cc1 (configuration not stated)	-2%	-16%	-5%[15.4 µM]	?	2%	12%	-4%	3%
COc1ccc(NCc2nnc(SCC(=O)Nc3ccccc3)n2C)cc1	-3%	-13%	-6%	-9%	-44%[inhibitor]	-1%	3%	-12%

Next compounds follow.
SMILES	aGal spleen mod	Tau fluor cs	GAA inh	Tau fibril ThT	HTT ATP protect	Tau fibril FP	GAA spleen mod	GAA glycogen
CSCCC(NC(=O)/C(=C/c1ccc(F)cc1)NC(C)=O)C(=O)O (configuration not stated)	7%	-9%	-2%	0%	-3%	-3%	-3%	-11%
Oc1ccc(/C(Cc2ccccn2)=N\Nc2ccccc2)c(O)c1	-11%	11µM*[quencher]	-2%	?	-18%	2%	-2%	?
COC(=O)C1=C(C)N(Cc2ccccc2)[C@]23O[C@](C(=O)OC)(C(=O)N2C1c1ccccc1)C1C(=O)N(C)C(=O)C13 (some centres not stated)	1%&8%[17.5 µM]	-9%&-21%[11.6 µM]	.	-8%&-19%[11.5 µM]	-7%&11%[10 µM]	-4%&-6%[11.6 µM]	3%&5%[17.4 µM]	.
CSC(=NC#N)N1CCN(c2ccc(Cl)cc2)CC1	-3%	-12%	1%	?	24%	-8%	-8%	-1%
Cc1cc(=O)c2cc(C(=O)Nc3ccc(F)cc3)ccc2[nH]1	.	7%	.	10%	.	1%	.	14%[76.3 µM]
O=C(N1CCCCC1)C12CC3CC(CC(C3)C1)C2	3%	-1%	3%	-1%	3%[1.9 µM]	3%	-4%	-17%
O=C(NNC(=O)c1ccc(NC(=O)c2ccccc2)cc1)c1ccccc1	-5%	10%	1%	-8%	-11%	2%	0%	6%
COc1ccc(S(N)(=O)=O)cc1C(=O)NCCCN1CCN(c2cccc(Cl)c2)CC1	-10%	-3%	1%	-1%	-23%	0%	3%	4%
Cc1c(Cc2ccc3c(c2)OCO3)sc(NC(=O)C(C)(C)C)c1C#N	-4%	-8%	0%	-17%	-9%[10 µM]	-12%	-7%	-6%
COc1cc(C(C(=O)NC2CCCCC2)N(CCN2CCOCC2)C(=O)C2COc3ccccc3O2)cc(OC)c1OC (configuration not stated)	0%	-13%	3%	-7%	1%[10 µM]	-2%	-2%	19%
COCCNS(=O)(=O)c1cc(-c2nn3c(C)nnc3c3ccccc23)ccc1C	.	-15%	.	3%	.	?	.	10%[76.3 µM]
CC(=O)N1c2ccc(S(=O)(=O)NCCC(=O)Nc3ccc(C)cc3Br)cc2CC1C (configuration not stated)	.	-16%	.	-6%	.	-6%	.	6%[76.3 µM]
Cc1ccc(-c2ccc(=O)n(CC(=O)NCCCN3CCCCC3C)n2)cc1 (configuration not stated)	7%	3%	11%	2%	10%[10 µM]	-9%	3%	10%
CCOC(=O)c1[nH]c(C)c(C(=O)N2CCN(c3ccc(OC)cc3)CC2)c1C	-7%	-15%	5%	-17%	24%	9%	-1%	-1%
CCOC(=O)C(NC(=O)c1ccccc1)(OCc1ccc(F)cc1)C(F)(F)F (configuration not stated)	-6%	3%	3%	10%	14%[10 µM]	-11%	4%	-14%
CCC1Oc2ccc(C)cc2N(CC(=O)NCCN2CCCCCC2)C1=O (configuration not stated)	-8%	-9%	-2%	-12%	8%	-5%	-20%	13%
COc1ccc(Cn2nnnc2CN(CCCN2CCOCC2)Cc2cc3cc(OC)ccc3[nH]c2=O)cc1	5%	1%	-3%	-2%	-14%[10 µM]	-1%	1%	4%
O=C(CCc1ccccc1)N1N=C(c2ccncc2)CC1(O)C(F)(F)F (configuration not stated)	2%	-3%[2.34 µM]	-1%	6%	-19%[10 µM]	-9%[2.34 µM]	-2%	8%
CCn1c(CCc2nc3ccccc3[nH]2)n[nH]c1=S	-2%	0%	8%	-1%	-11%	7%	-4%	2%
O=C(/C(=C/c1ccc(Cl)cc1)c1nc2ccccc2[nH]1)c1cccs1	-10%	-29%	-12%	16µM*	-110%[inhibitor]	?	-4%	12%
O=C(CN1CCN(CC(=O)Nc2ccccn2)CC1)Nc1ccccn1	3%	3%	-4%	-8%	0%	2%	5%	5%
COC(=O)c1ccccc1NC(=O)c1ccc(COc2cc(C)cc(C)c2)o1	4%	-19%&-26%	-2%	?	14%[10 µM]	-10%&-2%	-4%	-3%[76.3 µM]
O=C1c2ccccc2C(=O)N1CCCc1nc2ccccc2c(=O)n1-c1cccnc1	3%	-9%	?	-11%	-19%	-5%	-1%	5%
CCO/C=C/C(O)(CNC(=O)c1ccc(C(C)(C)C)cc1)C(F)(F)F (configuration not stated)	-11%	2%	-8%	7%	-52%[inhibitor][10 µM]	6%	-11%	-11%
CSc1nsc2nc(=O)c(/C=C3\C(C)=Nc4ccc(C)cc43)c(N)n12	3%	?	-4%	?	-55%[inhibitor]	?	1%	6%
Cc1cnc(NC(=O)CCNC(=O)c2ccc([N+](=O)[O-])cc2)s1	-1%	-6%	-5%	-9%	8%	-2%	-1%	25%
